# Compound activity as filed in PubChem.
# VCAM1 TNFa inh = reduces TNF alpha induced VCAM1 expression in HUVEC | HUVEC TNFa-induced VCAM-1 immunofluorescence, high-content imaging | inhibition, % at 2 µM | 95,000 compounds, 0.48% hits;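 active means inhibition above the batch mean plus 3 SD, with images confirmed as a hit by eye, cut at about 37% in these data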;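 further: 0% = TNF-stimulated DMSO wells and 100% = unstimulated control wells; not every result past the cut was called active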
# PLK1 inh = blocks human PLK1 kinase activity. P53350. recombinant PLK1 kinase, TR-FRET peptide phosphorylation. inhibition, % at 10 µM. 97,000 compounds, 0.53% hits;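 active means inhibition of 50% or more in the single-concentration screen; inactive means inhibition below 50%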;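 further: 0% = DMSO max control and 100% = H-89 dihydrochloride min control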
# cytoskel mod = modifiers of cytoskeleton assembly. HUVEC TNFa F-actin phalloidin imaging, high content. inhibition, % at 2 µM. 91,000 compounds, 0.18% hits;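 active means inhibition above the batch mean plus 3 SD and confirmed as a hit by visual image inspection, cut at about 30% in these data, passing the limit was not always enough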; further: strong numbers were not always called active
# DAT uptake mod = modulates human dopamine transporter uptake under cocaine. Q01959. LLC-PK1 hDAT cells, [14C]-dopamine uptake with cocaine IC80; actives deviate in either direction. B-score at 10 µM. 110,000 compounds, 1.3% hits. AID 449768;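 active means Z score or B-score, a plate-position-corrected score, falls beyond the plate's 99.7% confidence bounds, in either direction; inactive means both scores lie inside the 99.7% bounds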;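 further: scored against the spread of the other compound wells on the same plate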
# sEH inh = blocks human soluble epoxide hydrolase activity | inhibition, % at 2 µM | recombinant human sEH enzymatic activity assay | P34913 | AID 707 | 91,000 compounds, 0.34% hits; in the data active means inhibition above about 80%; further: values of inactives mirror those of a sister screen read the other way; many of its hits are not listed in these tables
# Target sequence (P34913 whole entry, looked up): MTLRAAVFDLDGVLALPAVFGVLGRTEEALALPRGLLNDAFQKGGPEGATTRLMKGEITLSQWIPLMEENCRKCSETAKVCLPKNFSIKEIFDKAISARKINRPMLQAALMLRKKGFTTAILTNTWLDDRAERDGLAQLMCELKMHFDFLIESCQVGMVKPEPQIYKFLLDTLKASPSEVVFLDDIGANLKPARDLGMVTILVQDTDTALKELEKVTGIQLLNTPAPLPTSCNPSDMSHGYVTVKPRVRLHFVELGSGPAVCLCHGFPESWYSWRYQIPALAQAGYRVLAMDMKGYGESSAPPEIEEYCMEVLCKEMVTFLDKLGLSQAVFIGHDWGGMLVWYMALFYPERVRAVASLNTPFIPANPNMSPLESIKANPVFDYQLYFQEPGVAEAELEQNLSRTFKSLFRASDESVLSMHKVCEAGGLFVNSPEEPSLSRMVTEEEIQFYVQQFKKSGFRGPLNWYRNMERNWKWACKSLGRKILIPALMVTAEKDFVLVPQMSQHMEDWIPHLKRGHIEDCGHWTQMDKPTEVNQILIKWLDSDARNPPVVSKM
# HUVEC tox TNFa = HUVEC cytotoxicity counter-screen, TNF alpha stimulated; HUVEC TNFalpha-stimulated, Hoechst cell count, imaging; cell count reduction, % at 2 µM; 93,000 compounds, 0.17% hits;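 active means cell count reduction exceeding the screen mean by over 5 SD, scaled to untreated wells per plate, cut at about 78% in these data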;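 further: cells counted after 24 h of TNF alpha exposure following the 1 h pretreatment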
# HUVEC tox IL1B = HUVEC cytotoxicity counter-screen, IL-1B stimulated. HUVEC cell count loss, Hoechst imaging. cell count reduction, % at 2 µM. 94,000 compounds, 0.41% hits. AID 845;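 active means cell count reduction more than 3 SD above the screen-wide mean, cut at about 70% in these data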;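 further: normalized per plate to untreated control cells as the no-loss baseline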
# Plk1 PBD FP = blocks phosphopeptide binding to human Plk1 polo box domain. AID 693. 97,000 compounds, 0.13% hits. P53350. Plk1 PBD phosphopeptide binding, fluorescence polarization. inhibition, %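 (tested at about 20 µM)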; in the data active means inhibition above about 34%, passing the limit was not always enough
# E coli WT exp = growth inhibitors of E. coli BW25113 wild type; OD600 absorbance; growth inhibition, % at 100 µM; 98,000 compounds, 0.15% hits;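 active means growth inhibition above about 50% at one test dose, limit read from the data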;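 further: growth measured after 20 h incubation at 37 °C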
# Active calls of the source: *; . = not tested or not shown.
SMILES,VCAM1 TNFa inh,PLK1 inh,cytoskel mod,DAT uptake mod,sEH inh,HUVEC tox TNFa,HUVEC tox IL1B,Plk1 PBD FP,E coli WT exp
COc1cccc(OC)c1C(=O)OCC(=O)Nc1ccc(OC(F)(F)F)cc1,7.6,-13.0,8.8,1.06,3.0,-9.4,-16.2,-27.5,-4.0
CC(OC(=O)Cn1c(C(F)(F)F)nc2ccccc21)C(=O)N1CCCc2ccccc21 (stereo unspecified),4.3,-13.4,-9.5,0.422,-6.2,0.0,2.5,0.2,15.0
COc1cc(C)c(CNC2CCCCC2)cc1C,-7.0,-2.6,-8.6,0.252,-10.9,-2.6,.,-10.4,3.0
CC(=O)c1c(C)[nH]c(C(=O)COc2ccc(C#N)cc2)c1C,10.0,4.4,-6.3,-0.29,5.0,-2.4,-8.5,3.2,-4.0
COC(=O)c1ccc(COc2ccc3c(C)c(C)c(=O)oc3c2)o1,-7.9,-13.2,-3.8,-1.27,-0.9,-2.4,3.8,22.5,3.0
O=C(O)c1ccc(COCC(F)(F)C(F)F)o1,-7.9,3.7,-11.7,0.606,-19.7,-27.7,1.1,-11.5,-8.0
O=c1c2[nH]c3ccccc3c2ncn1C1CCCCC1,7.6,-10.1,22.1,.,-4.8,4.2,18.5,-16.5,-13.0
Cc1cc(NC(=O)c2c(F)cccc2F)n(-c2nc3ccccc3[nH]2)n1,13.7,-8.8,-12.6,0.664,.,-8.4,-23.2,-5.2,-7.0
c1coc(CN2CCN(C(c3cccs3)c3nnnn3C3CCCC3)CC2)c1 (stereo unspecified),13.6,-18.4,15.1,0.00955,-3.3,-12.7,-38.1,19.3,-10.0
CC(C)CCNC(=O)C1CCCN1C(=O)NC1CCCCC1 (stereo unspecified),4.5,-18.2,-14.3,-0.491,17.5,-12.3,-21.7,-1.6,.

# Reprinted from the entries so far (two entries):
SMILES,VCAM1 TNFa inh,PLK1 inh,cytoskel mod,DAT uptake mod,sEH inh,HUVEC tox TNFa,HUVEC tox IL1B,Plk1 PBD FP,E coli WT exp
c1coc(CN2CCN(C(c3cccs3)c3nnnn3C3CCCC3)CC2)c1 (stereo unspecified),13.6,-18.4,15.1,0.00955,-3.3,-12.7,-38.1,19.3,-10.0
CC(C)CCNC(=O)C1CCCN1C(=O)NC1CCCCC1 (stereo unspecified),4.5,-18.2,-14.3,-0.491,17.5,-12.3,-21.7,-1.6,.

# Other compounds
SMILES,VCAM1 TNFa inh,PLK1 inh,cytoskel mod,DAT uptake mod,sEH inh,HUVEC tox TNFa,HUVEC tox IL1B,Plk1 PBD FP,E coli WT exp
N=c1ccn(Cc2ccc(Cl)c(Cl)c2)cc1,1.3,-3.7,43.5,-0.809,-6.1,-11.9,3.2,8.9,24.0
CC(C)c1ccc2oc(-c3cc(N)ccc3O)nc2c1,13.8,-18.6,10.7,-0.329,0.7,-39.3,-7.2,18.2,3.0
CC(C)=CC(=O)Nc1ccc2c(c1)OCO2,11.1,-3.3,2.5,-0.121,2.4,-10.3,-12.6,-9.5,12.0
COC(=O)c1[nH]c2ccc(F)cc2c1NS(=O)(=O)c1ccc(OC)cc1OC,27.1,-5.4,-11.1,-0.526,7.5,8.2,-8.1,-0.4,-3.0
CC(C)(C)NS(=O)(=O)c1ccc(NC(=O)C(Sc2ccccc2)c2ccccc2)cc1 (stereo unspecified),-13.9,-6.7,3.8,-0.217,7.3,12.3,-15.3,11.2,-11.0
CN(C)CCSc1nnc2sc3ccccc3n12,8.5,-3.8,1.6,0.409,6.3,-13.9,3.2,5.7,7.0
Cc1ccc(S(=O)(=O)N2CCN=C2c2ccccc2)cc1C,-18.5,-13.4,18.7,0.531,5.6,-19.0,-10.1,-1.9,.
Cc1cccc(C(=O)NC(NCc2ccco2)C(Cl)(Cl)Cl)c1 (stereo unspecified),17.3,-9.9,10.4,-0.306,16.7,8.8,-18.5,-24.0,9.0
C=CCn1c(SCc2nc3ccccc3[nH]2)nnc1-c1ccccn1,-48.4,-6.8,29.0,1.06,2.0,.,-3.6,-10.9,2.0
COc1cc(C2N(c3ccc(F)cc3)C(=O)C3CCCN32)cc(OC)c1OC (stereo unspecified),-6.5,-4.7,-1.3,-1.23,5.5,-25.8,-4.2,-11.6,-8.0
O=C(/C=C/c1ccco1)NC(=S)Nc1ccccc1N1CCOCC1,-1.4,-9.0,11.6,1.64,6.5,-23.9,-82.0,4.1,-13.0
OC12CCCCC1C(c1ccc3c(c1)OCO3)N(Cc1cccc(F)c1)CC2 (stereo unspecified),-2.6,-10.2,-5.8,-0.0244,-7.6,-28.5,12.7,2.4,14.0
C=CCn1c(SCC(=O)NCC2CCCO2)nnc1C1CCCCC1 (stereo unspecified),1.6,5.3,-13.1,0.122,-1.6,13.4,4.5,-23.3,-5.0
COC(=O)c1[nH]c2cccc(OC)c2c1NC(=O)CCN1CCN(c2cccc(Cl)c2)CC1,1.8,-6.7,-3.8,0.0279,-113.1,-13.6,6.7,-18.6,16.0
COc1cc(NC(=O)C2CCCN(c3ncccn3)C2)cc(OC)c1 (stereo unspecified),-3.9,-7.1,-7.4,0.281,-1.0,-1.4,-8.5,12.9,.
COc1ccccc1N1CCN(C/C(O)=C(\C#N)c2nc(-c3ccccc3)cs2)CC1,8.7,43.3,-7.4,0.465,-9.3,-8.5,19.3,-3.9,-3.0
CN1c2ccccc2C(C)(C)C12CCCC(=O)N2 (stereo unspecified),6.9,-4.5,-9.2,0.919,.,-11.2,10.8,5.1,2.0
COc1ccc(Cc2nnc(SCc3c(C)noc3C)n2C2CCCCC2)cc1OC,10.3,-3.9,-19.2,0.104,.,3.7,-8.6,-8.0,3.0
COc1ccc(-n2c(Cc3cc(=O)[nH]c(=O)[nH]3)nnc2SCC(=O)NC2CCCC2)cc1,-4.9,-12.5,3.5,-1.99,-4.0,-11.9,-17.2,-10.5,6.0
COCCn1c(SCC(=O)Nc2ncc(C)s2)nc2sc3c(c2c1=O)CCC3,1.8,-2.7,-20.0,0.437,-8.7,23.3,7.1,-7.3,-10.0
Cc1[nH]n(-c2ccc([N+](=O)[O-])cc2)c(=O)c1C=NCCN1CCN(C(=O)c2ccccc2)CC1,19.6,0.1,.,0.473,-7.2,-21.8,7.7,-6.8,6.0
CC(=O)C1(C)OC(N)=C(C#N)C(c2ccccc2)C1(C#N)C#N (stereo unspecified),0.8,2.4,27.7,1.22,8.3,-16.6,-3.0,-42.2,-5.0
CCCCOc1ccc(C(=O)NCC(=O)OC2CCOC2=O)cc1 (stereo unspecified),25.4,-7.7,-3.7,-0.453,-18.8,-1.2,-1.4,7.3,5.0
CCOc1ccc(-c2nc(=S)[nH][nH]2)cc1,-1.1,-9.6,20.6,1.05,-9.6,25.6,9.8,-11.7,1.0
CCOC(=O)/C(C#N)=C\c1ccc2c(c1)OCO2,.,-0.5,.,-0.0931,-12.3,.,6.5,-16.4,.
CC(C)C(=O)Nc1sc2c(c1-c1nc3ccccc3[nH]1)CCCC2,2.6,-15.4,-3.4,0.143,-18.3,-9.1,1.2,-14.6,-17.0
O=C(Cc1ccccc1)N/N=C/c1ccc(OCC(=O)Nc2ccccc2)cc1,2.6,-9.2,47.6,0.315,38.6,-1.2,10.1,-11.6,-2.0
O=C(Nc1cccnc1)C1COc2ccccc2O1 (stereo unspecified),-13.4,-4.8,-17.9,-1.2,-18.1,20.6,-7.3,-8.5,15.0
COc1ccnc(Oc2ccccc2)c1C(=O)N/C=N/OCc1ccc(F)cc1Cl,-6.2,-3.0,-3.3,0.201,-16.1,-12.7,94.9*,2.9,-6.0
Cc1ccsc1-c1nc(CSCC(=O)NCc2ccc3c(c2)OCO3)c(C)o1,-4.7,-23.3,6.0,.,8.7,53.5,1.7,3.7,-4.0
CCN(CC)CCOC(=O)C12CC3CC(CC(C3)C1)C2,0.7,-10.3,-3.2,0.00903,-21.5,2.2,6.2,-17.4,-1.0
C=CCNC(=O)c1ccc(-c2nc(-c3ccc(Cl)c(Cl)c3)cs2)cc1,8.2,-8.0,1.7,0.0868,1.8,-8.9,-10.1,3.9,5.0
COc1cccc(C(=O)NC(C)C(c2cccs2)N2CCOCC2)c1 (stereo unspecified),9.7,-16.2,-12.5,-0.0725,14.2,-16.7,4.4,39.4,2.0
CCN(CC)S(=O)(=O)c1ccc(S(=O)(=O)N(CC(=O)Nc2ccccc2)Cc2ccco2)cc1,5.2,-5.2,6.1,-0.852,8.7,-19.4,10.7,-1.1,.
CC12CCC(C(=O)N3CCc4ccccc43)(CC1=O)C2(C)C (stereo unspecified),14.3,-11.1,-10.9,0.227,4.1,-12.8,12.4,-1.0,-1.0
CCOC(=O)Cn1c(=N)n(CCOc2ccc3ccccc3c2)c2ccccc21,-6.6,-13.8,-7.6,0.808,-8.0,-16.5,-74.5,-1.6,23.0
N#Cc1cnc2sc3ccccc3n2c1=N,15.3,-4.9,3.5,-0.211,4.6,0.5,5.3,6.2,20.0
O=C(NCc1ccc2c(c1)OCO2)c1cc2ccccc2o1,-1.7,-9.0,-11.5,0.738,10.5,-3.9,6.1,-7.6,9.0
CCn1c2ccccc2c2nnc(SCC(=O)Nc3cc(C)on3)nc21,-13.5,3.6,46.2,0.0026,.,-20.4,4.2,0.9,-9.0
N#CCCSc1ccccc1NC(=O)c1ccc(S(=O)(=O)N2CCCC2)cc1,-17.1,3.7,-22.6,0.897,-9.1,8.2,7.2,5.9,3.0
COc1cc(CC(=O)OCC(=O)c2ccc3c(c2)OCCO3)cc(OC)c1OC,20.8,-10.7,12.3,-0.174,-5.0,36.0,-20.8,-1.5,8.0
COCCn1c(SCC(=O)Nc2cccc(C)c2)nnc1C(C)C,10.9,-7.0,-2.9,1.25,2.2,-12.5,-50.5,-1.9,1.0
COC(=O)c1ccc(C(=O)OC)c(NC(=O)CN2CCN(c3ccc(OC)cc3)CC2)c1,8.7,-44.3,-8.1,0.0777,2.6,-10.8,27.4,-6.9,-5.0
CCc1ccc(CNn2cnnc2SCC(=O)NC(C)(C)C)cc1,-8.8,-9.7,4.3,-1.8,2.3,-9.5,8.5,-12.3,.

# Gathered by group, those above containing an aryl thioether with sulfur outside any ring.
SMILES,VCAM1 TNFa inh,PLK1 inh,cytoskel mod,DAT uptake mod,sEH inh,HUVEC tox TNFa,HUVEC tox IL1B,Plk1 PBD FP,E coli WT exp
CC(C)(C)NS(=O)(=O)c1ccc(NC(=O)C(Sc2ccccc2)c2ccccc2)cc1 (stereo unspecified),-13.9,-6.7,3.8,-0.217,7.3,12.3,-15.3,11.2,-11.0
CN(C)CCSc1nnc2sc3ccccc3n12,8.5,-3.8,1.6,0.409,6.3,-13.9,3.2,5.7,7.0
C=CCn1c(SCc2nc3ccccc3[nH]2)nnc1-c1ccccn1,-48.4,-6.8,29.0,1.06,2.0,.,-3.6,-10.9,2.0
C=CCn1c(SCC(=O)NCC2CCCO2)nnc1C1CCCCC1 (stereo unspecified),1.6,5.3,-13.1,0.122,-1.6,13.4,4.5,-23.3,-5.0
COc1ccc(Cc2nnc(SCc3c(C)noc3C)n2C2CCCCC2)cc1OC,10.3,-3.9,-19.2,0.104,.,3.7,-8.6,-8.0,3.0
COc1ccc(-n2c(Cc3cc(=O)[nH]c(=O)[nH]3)nnc2SCC(=O)NC2CCCC2)cc1,-4.9,-12.5,3.5,-1.99,-4.0,-11.9,-17.2,-10.5,6.0
COCCn1c(SCC(=O)Nc2ncc(C)s2)nc2sc3c(c2c1=O)CCC3,1.8,-2.7,-20.0,0.437,-8.7,23.3,7.1,-7.3,-10.0
CCn1c2ccccc2c2nnc(SCC(=O)Nc3cc(C)on3)nc21,-13.5,3.6,46.2,0.0026,.,-20.4,4.2,0.9,-9.0
N#CCCSc1ccccc1NC(=O)c1ccc(S(=O)(=O)N2CCCC2)cc1,-17.1,3.7,-22.6,0.897,-9.1,8.2,7.2,5.9,3.0
COCCn1c(SCC(=O)Nc2cccc(C)c2)nnc1C(C)C,10.9,-7.0,-2.9,1.25,2.2,-12.5,-50.5,-1.9,1.0
CCc1ccc(CNn2cnnc2SCC(=O)NC(C)(C)C)cc1,-8.8,-9.7,4.3,-1.8,2.3,-9.5,8.5,-12.3,.
